Screens from PubChem BioAssay.
tim10-1 inh – tim10-1 yeast growth inhibition; inhibition, % at 20 µM; AID 463190; actives 2.2% (n = 330,000); S. cerevisiae tim10-1 ts strain growth, BacTiter-Glo, 24 h;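 active means inhibition of at least 40%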;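 further: mutant grown at 25 °C; 0% = DMSO wells with yeast and 100% = wells holding no yeast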
NLRP3 yeast inh – inhibitors of NALP3 inflammasome in yeast | Yeast reconstituted NLRP3/ASC/caspase-1, beta-gal luminescence, 24 h | inhibition, % at 10 µM | actives 0.39% (n = 330,000);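 active means inhibition of 50% or more; inactive means inhibition below 50%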;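 further: plate controls were induced DMSO wells for no effect and uninduced yeast grown without galactose for full effect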
TIM10 inh – TIM10 yeast growth inhibition; S. cerevisiae TIM10 strain growth, BacTiter-Glo luminescence, 24 h; inhibition, % at 10 µM; actives 1.4% (n = 330,000); AID 463195;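 active means inhibition of 40% or more at the single tested concentration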;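 further: wild-type TIM10 isogenic control strain grown at permissive 25 °C; 0% = DMSO yeast wells and 100% = minimal medium wells without yeast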
hIAP block – blocks human intestinal alkaline phosphatase. P09923. purified IAP, CDP-Star luminescence, 30 min. inhibition, % at 10 µM. actives 0.12% (n = 330,000). AID 2544;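 active means inhibition reaching a set limit with compound at 10 µM in the primary screen, cut at about 35% in these data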;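 further: plate controls were DMSO wells with enzyme for no effect and no-enzyme buffer wells for full effect; values of inactives mirror those of a sister screen read the other way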
Target sequence (P09923 whole entry, looked up): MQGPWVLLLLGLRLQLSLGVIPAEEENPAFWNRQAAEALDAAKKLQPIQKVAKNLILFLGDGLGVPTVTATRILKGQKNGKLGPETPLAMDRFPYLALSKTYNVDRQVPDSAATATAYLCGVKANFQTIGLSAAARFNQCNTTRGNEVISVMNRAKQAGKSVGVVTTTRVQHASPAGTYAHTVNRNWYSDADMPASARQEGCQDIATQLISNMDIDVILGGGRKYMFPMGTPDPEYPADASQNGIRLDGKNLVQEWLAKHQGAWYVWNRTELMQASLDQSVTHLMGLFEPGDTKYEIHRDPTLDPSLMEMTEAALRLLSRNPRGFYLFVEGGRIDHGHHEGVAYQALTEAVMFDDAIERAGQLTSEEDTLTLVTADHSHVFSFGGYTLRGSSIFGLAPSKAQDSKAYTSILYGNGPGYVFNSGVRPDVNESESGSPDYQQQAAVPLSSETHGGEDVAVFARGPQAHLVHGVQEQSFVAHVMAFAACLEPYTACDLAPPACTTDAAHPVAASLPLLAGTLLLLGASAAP
mIAP act – mouse IAP activation | muIAP, CDP-Star luminescence, 30 min; hits give high values; 1 = vehicle-only enzyme signal, 0 = enzyme-free wells | activation factor at 10 µM | actives 0.24% (n = 330,000);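 active means activation factor of at least 2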; further: the source names both 10 and 20 µM as test concentration; values of inactives mirror those of a sister screen read the other way
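System: mouse IAP enzyme. Reagent: CDP-Star chemiluminescent phosphatase substrate. Benchmarks: DMSO wells, no-enzyme wells. Times: 30 min enzyme-substrate-compound incubation at room temperature. Detection: luminescence from enzymatic CDP-Star hydrolysis. Doses: test compounds delivered from DMSO solution.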
mIAP block – mouse IAP inhibition; purified mouse IAP, CDP-Star luminescence, 30 min; inhibition, % at 10 µM; actives 0.2% (n = 330,000); AID 2806;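 active means inhibition of at least 40% at 10 µM in the primary screen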;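 further: plate controls were DMSO with enzyme for no effect and no enzyme wells for full effect; values of inactives mirror those of a sister screen read the other way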
Apaf1 inhib – blocks human Apaf-1 apoptosome activity; O14727; inhibition, % at 20 µM; reconstituted apoptosome caspase-3 activity, DEVD-Rh110 fluorescence; actives 0.71% (n = 330,000); active means inhibition of at least 40% at 20 µM;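 further: plate controls were DMSO wells for no effect and DEVD-CHO caspase inhibitor wells for full effect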
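Material: reconstituted apoptosome with Apaf-1, cytochrome c, caspase-9, procaspase-3, dATP; medium: pH 7.5 Hepes buffer with CHAPS, BSA, DTT; also added: cytochrome c and DEVD-Rh110 substrate; timing: 30 min plus 50 min, RT; signal: Rh110 fluorescence intensity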
ATG4B inhibitor – ATG4B (human) cysteine protease inhibition; ATG4B cleavage of LC3-PLA2, NBD-HPC fluorescence, 1 h; AID 504462; actives 0.51% (n = 340,000); Q9Y4P1; inhibition, % at 8.33 µM; in the data active means inhibition above about 40%
Target sequence (Q9Y4P1 whole entry, looked up): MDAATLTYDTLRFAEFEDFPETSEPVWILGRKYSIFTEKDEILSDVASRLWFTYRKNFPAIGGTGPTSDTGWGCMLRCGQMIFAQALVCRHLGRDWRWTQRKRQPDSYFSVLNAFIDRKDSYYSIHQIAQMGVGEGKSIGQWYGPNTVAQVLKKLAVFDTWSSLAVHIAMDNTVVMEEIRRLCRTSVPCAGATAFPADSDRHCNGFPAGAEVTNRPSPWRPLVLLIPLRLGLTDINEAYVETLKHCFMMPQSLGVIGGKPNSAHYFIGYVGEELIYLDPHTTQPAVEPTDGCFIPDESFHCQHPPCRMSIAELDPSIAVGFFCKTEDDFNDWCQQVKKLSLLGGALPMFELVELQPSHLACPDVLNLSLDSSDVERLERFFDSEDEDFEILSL
hIAP act – increases human intestinal alkaline phosphatase activity. P09923. purified human IAP, CDP-Star luminescence, 30 min; hits give high values; 1 = vehicle-only enzyme, 0 = enzyme-free background. activation factor at 10 µM. actives 0.16% (n = 330,000). AID 2524;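 active means activation factor of the enzyme at least 2-fold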; further: the source names both 10 and 20 µM as test concentration; values of inactives mirror those of a sister screen read the other way
Starred values were filed as active, the others as inactive; / = not tested or not shown.

SMILES	tim10-1 inh	NLRP3 yeast inh	TIM10 inh	hIAP block	mIAP act	mIAP block	Apaf1 inhib	ATG4B inhibitor	hIAP act
CCC(=O)Nc1cccc(C(=O)OC)c1	17	13	20	1	0.98	2	-2	-2	0.99
CCn1c(=N)n(CC(O)COc2cccc(C)c2)c2ccccc21 (centres undefined)	5	-2	-5	-20	1.2	-15	8	-2	1.2
Cc1ccc(S(=O)(=O)N2CCOC2CNC(=O)C(=O)NCC(C)C)cc1 (centres undefined)	-1	24	-2	4	0.95	5	9	5	0.96
CCOC(=O)C(=CNc1ccc(C)cc1C)C(=O)OCC	38	8	8	-10	0.96	4	17	1	1.1
CCn1c(C(=O)NCc2ccccn2)cc2sccc21	13	12	-11	-6	0.95	5	-2	1	1.1
O=C(Cn1ccc2ccccc2c1=O)NCC(=O)N1CCN(c2ccccc2F)CC1	-18	15	9	12	1	-2	2	-6	0.88
Cc1cccc(NC(=O)/C(=C\c2ccco2)NC(=O)c2cccs2)c1	24	14	19	-7	1	-3	8	-1	1.1
Cc1nc(-c2ccc(Cl)cc2)sc1C(=O)O	8	-9	6	3	1.1	-5	-10	5	0.97
O=C(NCCCN1CCc2ccccc2C1)Nc1ccc(Cl)cc1	22	11	5	14	1.2	-21	11	4	0.86
Cc1cccc(OCC(=O)NC(=S)Nc2ccccc2N2CCOCC2)c1	12	7	4	6	0.99	1	9	-1	0.94
O=C(CN1C(=O)C2C3C=CC(C4CC34)C2C1=O)NCc1ccco1 (centres undefined)	-3	0	-9	14	0.92	8	6	3	0.86
O=C(O)CSc1nc(-c2ccccc2)c(-c2ccccc2)[nH]1	8	-17	1	-27	1.2	-20	4	-5	1.3
Cc1noc(C)c1NC(=O)Nc1ccc2c(c1)C(=O)N([C@H](C)CO)C[C@H](C)[C@@H](CN(C)S(=O)(=O)c1cn(C)cn1)O2	8	7	-3	4	1	-4	-10	0	0.96
O=C(Nc1ccccc1F)Nc1ccc([N+](=O)[O-])cc1Cl	28	10	11	12	0.97	3	-6	-10	0.88
CC(C)CN(CCNC(=O)CN1N=C(c2ccc(Cl)cc2)CCC1=O)CC(C)C	-6	11	12	-2	1	-2	3	4	1
NNS(=O)(=O)c1ccc(N2CCCC2=O)c([N+](=O)[O-])c1	1	6	10	8	0.99	1	-10	-2	0.92
O=C(C1CCCN(S(=O)(=O)c2ccccc2)C1)N1CCCCCC1 (centres undefined)	32	12	-14	3	1	0	-5	5	0.97
COc1cc(C#Cc2c(C=O)n(C)c3ccccc23)cc(OC)c1	13	17	13	15	0.99	1	-4	-20	0.85
CC1(C)C2CC=C(/C=N/n3cnnc3)C1C2 (centres undefined)	16	1	19	1	1	0	-5	-4	0.99
O=C(NCc1ccc(F)cc1Cl)C1CC(=O)N(C2CCCCCCC2)C1 (centres undefined)	23	0	3	-15	1	0	-2	-7	1.1
N#Cc1ccccc1S(=O)(=O)N1CCN(c2cnccn2)CC1	0	0	-7	9	0.91	9	10	-3	0.91
CC(=O)c1ccc(NC(=O)c2cc3ccccc3o2)cc1	-7	19	-9	-6	1	-2	0	7	1.1
Cc1cc(=O)n2nc(N3CCCC(C(=O)NC(C)c4ccccc4)C3)sc2n1 (centres undefined)	7	-5	-8	26	0.99	1	0	-11	0.74
CC1CCN(c2ccccc2NC(=O)c2ccc([N+](=O)[O-])o2)CC1	16	15	-6	19	0.93	7	0	-1	0.81
CN(C)CCCN(Cc1ccccc1)C(=S)Nc1ccc(OC(F)F)cc1	4	14	-9	4	1	0	1	14	0.95
Cc1ccc(C(=O)CN2/C(=C(\O)c3ccccc3)C(=O)c3ccccc3S2(=O)=O)c(C)c1	37	-22	33	8	0.93	7	3	-5	0.92
CCN(CC)c1ccc(/C=N/NS(=O)(=O)c2cccc([N+](=O)[O-])c2)cc1	19	19	-5	5	0.99	1	9	-18	0.95
Cc1cc(N2CCC(C)CC2)nc(NCc2ccccc2)n1	25	8	20	-10	1.1	-8	21	2	1.1
O=C(N/N=C/c1ccc(O)c(O)c1)C1c2ccccc2Oc2ccccc21	1	0	-9	18	0.75	25	13	31	0.82
O=C(CSc1ncnc2c1oc1ccccc12)Nc1cccc(Cl)c1	4	-11	15	6	0.97	3	3	8	0.94
O=C1CCC(C(=O)N2CCCC(C(=O)c3ccc4c5c(cccc35)CC4)C2)=NN1 (centres undefined)	23	19	-5	-4	0.92	8	2	9	1
COC(=O)c1cc(C(=O)OCC(=O)NC2CCCC2)cc([N+](=O)[O-])c1	-1	13	4	8	0.94	6	-2	-2	0.92
O=C(N/N=C/c1cccs1)c1cncc(Br)c1	3	1	-21	-3	0.99	1	4	-2	1
CCOC(=O)C1CCN(c2c(NCc3ccc(C(=O)NCCOC)cc3)c(=O)c2=O)CC1	-9	9	-1	5	1.1	-6	0	-5	0.95
O=c1c2ccccc2[nH]c(=S)n1-c1cccc(S(=O)(=O)N2CCCC2)c1	20	17	11	-37	0.93	8	0	-3	1.4
CCC(CC)C(=O)N1CCN(Cc2ccc3c(c2)OCO3)CC1	-3	23	6	-28	1.1	-9	4	-3	1.3
CCc1cc(Cn2nc(-c3ccccc3)cc2C(=O)NCc2ccc(C)cc2)on1	5	14	7	23	3.3*	-233	1	-4	0.77
COc1cccc(C(C(=O)NC(C)(C)C)N(CC(C)C)C(=O)CCC(=O)Nc2cc(C)on2)c1OC (centres undefined)	-3	10	-4	-9	1	-4	5	-1	1.1
CCN(CC)C(=O)CSc1nnc(-c2ccncc2)n1N	8	9	-6	14	0.97	3	-20	-3	0.86
O=C(Nc1nccs1)c1ccc(Cl)c(S(=O)(=O)N2CCOCC2)c1	22	-2	23	13	0.87	13	-14	-6	0.87

An excerpt from above with just ATG4B inhibitor.
compound | ATG4B inhibitor
CC(C)CN(CCNC(=O)CN1N=C(c2ccc(Cl)cc2)CCC1=O)CC(C)C | 4
NNS(=O)(=O)c1ccc(N2CCCC2=O)c([N+](=O)[O-])c1 | -2
O=C(C1CCCN(S(=O)(=O)c2ccccc2)C1)N1CCCCCC1 (centres undefined) | 5
COc1cc(C#Cc2c(C=O)n(C)c3ccccc23)cc(OC)c1 | -20
CC1(C)C2CC=C(/C=N/n3cnnc3)C1C2 (centres undefined) | -4
O=C(NCc1ccc(F)cc1Cl)C1CC(=O)N(C2CCCCCCC2)C1 (centres undefined) | -7

The listing continues:
SMILES	tim10-1 inh	NLRP3 yeast inh	TIM10 inh	hIAP block	mIAP act	mIAP block	Apaf1 inhib	ATG4B inhibitor	hIAP act
Nc1ccn([C@@H]2O[C@H](CO)[C@@H](O)C2O)c(=O)n1 (some centres undefined)	-11	13	6	-17	1.1	-6	-6	2	1.2
CN(CCNC(=O)c1ccc(/C=N/O)nc1)Cc1ccccc1	-3	-4	2	3	1.1	-7	9	-1	0.97
CC(Sc1ccccc1)C(=O)N1CCN(S(=O)(=O)c2ccc(Cl)cc2)CC1 (centres undefined)	-3	24	17	5	0.95	5	14	7	0.95
NCC(=O)Nc1ccc(Cl)cc1C(=O)c1ccc[nH]1	-16	15	-29	1	1	-3	7	5	0.99
COc1ccc(C(=O)NCCc2ccccc2)cc1OC	12	2	-5	-59	1	-1	-4	7	1.6
CC(C)OCC(O)CN1CCNCC1 (centres undefined)	1	11	-2	2	0.93	7	-4	-4	0.98
Cc1ccc(C(=O)O/N=C(\N)Cc2ccc([N+](=O)[O-])cc2)c(Cl)c1	-2	21	89*	6	0.89	11	-2	-3	0.94
CC(C)CC(=O)NC(=S)Nc1ccc(S(=O)(=O)Nc2nccs2)cc1	11	12	-4	-5	0.82	18	9	-5	1
COCC(=O)N/N=C/c1ccc(Sc2nc3ccccc3s2)o1	31	14	10	-15	0.93	7	10	-10	1.2
Cc1noc(C)c1COC(=O)c1ccc(F)c(S(=O)(=O)N2CCOCC2)c1	-4	22	-13	10	0.98	2	-3	-3	0.9

Another view of 2 compounds above.
SMILES | tim10-1 inh | NLRP3 yeast inh | TIM10 inh | hIAP block | mIAP act | mIAP block | Apaf1 inhib | ATG4B inhibitor | hIAP act
CC(C)CC(=O)NC(=S)Nc1ccc(S(=O)(=O)Nc2nccs2)cc1 | 11 | 12 | -4 | -5 | 0.82 | 18 | 9 | -5 | 1
COCC(=O)N/N=C/c1ccc(Sc2nc3ccccc3s2)o1 | 31 | 14 | 10 | -15 | 0.93 | 7 | 10 | -10 | 1.2

New compounds follow:
SMILES	tim10-1 inh	NLRP3 yeast inh	TIM10 inh	hIAP block	mIAP act	mIAP block	Apaf1 inhib	ATG4B inhibitor	hIAP act
CCC1CCc2sc(C(=O)NCc3ccccn3)cc2C1 (centres undefined)	33	9	13	13	0.96	4	22	-3	0.87
Cc1cc(C)n2nc(-c3ccc(F)cc3)nc2n1	-2	19	-2	-13	0.91	9	-11	4	1.1
CC(=O)Oc1cccc(NC(=O)c2ccc3c(c2)C(=O)N(CC(C)C)C3=O)c1	4	14	-22	-7	1.1	-6	12	4	1.1
Cc1nnc2n1N=C(c1ccc(OC(F)F)cc1)C(C)S2 (centres undefined)	-5	5	18	13	1.1	-12	2	-9	0.87
O=C(NCc1ccc(Cl)cc1)C1CCC(CNS(=O)(=O)c2ccccc2)CC1 (centres undefined)	-16	12	9	1	0.98	2	9	7	0.99
CN1CCCC(C(=O)C(C#N)c2ccccc2)C1 (centres undefined)	3	13	-3	8	1	-2	-7	-9	0.92
COc1ccc(C(=O)NC(=S)NC(C)(C)C)cc1Br	40*	35	60*	14	0.86	14	13	16	0.86
CC(C)c1ccc(Nc2nnc(SC3CCOC3=O)s2)cc1 (centres undefined)	38	5	28	9	0.99	1	3	-10	0.91
CC(=O)Nc1ccc(OCC(=O)NC(C)C(C)C)cc1 (centres undefined)	2	16	0	14	1	0	-12	1	0.86
CCOC(=O)CC1COc2ccccc2N1C(=O)c1ccc(F)cc1 (centres undefined)	22	6	-4	2	0.97	3	-2	0	0.98
CCN(CC)C(=O)[C@H]1C[C@H](CC(=O)NC(C)(C)C)C(=O)N2CCc3c([nH]c4cc(-c5ccco5)ccc34)[C@]12C	16	/	8	/	0.99	1	18	-5	/
COc1ccc(CCN(C)C(=O)C(CCSC)NC(=O)c2ccco2)cc1OC (centres undefined)	17	9	0	-9	1	-1	11	-2	1.1
Cc1[nH]nc2ncc(C(=O)c3ccccc3O)cc12	17	6	11	14	0.93	7	-8	7	0.86
O=S(=O)(Cc1ccccc1)N1CCN(Cc2ccc(F)cc2Cl)CC1	0	23	-14	-7	0.98	2	2	3	1.1
Cc1nn(CC(=O)NCC(C)c2ccccc2)c(=O)c2cc(-c3ccccc3)nn12 (centres undefined)	15	-3	12	21	0.92	8	17	-1	0.79
FC(F)(F)c1cccc(OCCOCCn2cncn2)c1	5	-19	-6	-1	1	-1	-4	4	1
O=C(N/N=C/c1ccccc1O)C(=O)Nc1ccccn1	-21	16	28	-105	0.81	19	-5	-11	2*
CCC(C)[C@H](NC(=O)N1CCn2c1nc1ccccc12)C(=O)NCC1CCCO1 (some centres undefined)	2	7	9	-36	1	-5	4	-7	1.4
Cc1cccc(C(C)C)c1NC(=O)c1cccnc1	9	0	12	-4	1.1	-10	5	-7	1
Cc1c(NC(=O)CN2C(=O)c3ccccc3C2=O)c(=O)n(-c2ccccc2)n1C	5	11	1	17	1	-2	2	-7	0.83
COc1cccc(C2=NN(S(C)(=O)=O)C(c3cccs3)C2)c1 (centres undefined)	5	28	-4	-22	1	-2	0	-2	1.2
CCOC(=O)CCCSc1nc(-c2ccc3c(c2)OCO3)cc(C(F)(F)F)c1C#N	2	9	4	0	1	0	5	-7	1
